# EPAC2 antag: blocks human EPAC2 exchange factor | 0.18% of 360,000 active | EPAC2 GEF exchange of Rap1B-BODIPY-GDP, fluorescence | AID 720708 | Potency, µM (doses to about 114 µM), for inactives: at the highest dose activity, negative = inhibition, hits mostly inhibitors; note: potency is the fitted concentration of half-maximal effect; % is set by controls: 0 for no effect and ±100 for the full control effect; nearly all actives have a fitted effect of over 45% in size; many of its hits are not listed in these tables
# D3 ag: D3 dopamine receptor (human) agonism; P35462; D3R DiscoveRx beta-arrestin cells, luminescence, 90 min; max activation, %; 0.58% of 410,000 active; AID 652048; in the data active = max activation above about 30%; note: 0% is about no effect; mostly tested at two doses, the higher about 12 µM
# Target sequence (P35462 whole entry, looked up): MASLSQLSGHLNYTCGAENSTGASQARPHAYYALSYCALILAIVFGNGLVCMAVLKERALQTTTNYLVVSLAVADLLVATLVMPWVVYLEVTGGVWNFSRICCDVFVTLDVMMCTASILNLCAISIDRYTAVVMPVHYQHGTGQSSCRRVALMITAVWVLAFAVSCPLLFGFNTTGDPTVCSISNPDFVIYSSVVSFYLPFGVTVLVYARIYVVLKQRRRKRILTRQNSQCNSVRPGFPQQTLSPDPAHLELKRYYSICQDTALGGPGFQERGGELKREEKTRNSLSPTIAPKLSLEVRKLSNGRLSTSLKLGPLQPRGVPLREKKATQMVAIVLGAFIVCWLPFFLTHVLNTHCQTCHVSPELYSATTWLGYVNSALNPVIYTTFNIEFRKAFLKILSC
#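 Cells at 1500/well, incubated overnight, then treated with pinned compounds (dopamine as control) for 90 min at 37 degrees C. DiscoveRx reagent added for 30 - 60 minutes at room temperature; luminescence read.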
# DRD3 antagonist: D3 dopamine receptor (human) antagonism; P35462; 2.5% of 360,000 active; AID 652054; max response, negative = inhibition, %; D3R cells, DiscoveRx beta-arrestin luminescence, antagonist mode; hits give low values; in the data active = max response below about -50%; inconclusive = no clear call, values can overlap the other calls; note: % is set by controls: 0 for no effect and ±100 for the full control effect; mostly tested at two doses, the higher about 12 µM
#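 Cells plated overnight at 1500 cells/well, then exposed to library compounds with dopamine controls for 90 minutes at 37 degrees C. DiscoveRx reagent added for 30–60 minutes at room temperature; luminescence read, quantitative HTS format.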
# Mm-Cpn inhibitor: inhibitors of Methanococcus maripaludis chaperonin (MmCpn); AID 504842; Potency, µM (titrated, usually from 76.9 µM), for inactives: at the highest dose activity, negative = inhibition, most hits filed as inhibitors; purified Mm-Cpn ATPase, ADP Transcreener TR-FRET; 0.031% of 330,000 active; note: potency is the fitted concentration of half-maximal effect; % is set by controls: 0 for no effect and ±100 for the full control effect; nearly all actives have a fitted effect of over 80% in size
#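 ATP (10 uM final) was added to archaeal chaperonin (25 nM final) after 10 min exposure to test compound at 37°C; after 30 min further incubation, ADP was detected by competitive TR-FRET.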
# CCT chaperon mod: cytosolic chaperonin activity modulation; purified chaperonin ATPase assay, HTRF ADP detection, 30 min; activity change, % (no concentration beside the values), hits read low; 0.3% of 360,000 active; AID 651819; in the data active = activity change below about -30%; note: % is set by controls: 0 for no effect and ±100 for the full control effect
#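 First, chaperonin was dispensed at 40 nM or 20 nM final depending on batch activity. Next, compounds were pinned at 76 uM and ATP added at 10 uM. After 30 min at 37 °C, ADP detection reagents ran 30 min at ambient temperature.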
# EPAC2 agonist: agonists of human EPAC2 (RAPGEF4); 0.079% of 360,000 active; Potency, µM (top dose mostly 154 µM), inactives show top-dose activation, hits mostly activators; EPAC2 activation, biochemical qHTS; response scale: 100% = 6.5 mM cAMP response; AID 720711; note: potency is the fitted concentration of half-maximal effect; nearly all actives have a fitted effect of over 50% in size
#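 Readout is BODIPY fluorescence (480 nm excitation, 540 nm emission), which falls as labeled GDP is exchanged off Rap1B. EPAC2 at 100 nM acted on 250 nM RAP1B-BODIPY-GDP with 50 uM GDP present.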
# Akt phos inh: inhibitors of Akt phosphorylation; activity change, % for hits at 50 µM; Neuro2A IGF-stimulated pAkt S473 HTRF, 20 min; hits give low values; 0.32% of 360,000 active; in the data active = activity change below about -80%; inconclusive = mostly about -51% to -80%; note: % is set by controls: 0 for no effect and ±100 for the full control effect
#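 Single-point screen (50 µM final compound) in Neuro2A cells stimulated 20 min with 6 nM IGF at 37 deg C. After lysis, Ser473-phosphorylated Akt read by HTRF (ex 330 nm, em 615/665 nm) as the 665/615 ratio.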
# PTHR1 ag: activates the human parathyroid hormone receptor PTHR1. HEK293 GP2 PTHR1 cells, GloSensor cAMP luminescence, 1 h. Potency, µM (top dose mostly 115 µM), for the others: top-dose activation, hits mostly activators. 0.075% of 410,000 active. AID 743266; note: potency is the fitted concentration of half-maximal effect; nearly all actives have a fitted effect of over 55% in size; some results filed as inactive show a strong effect at the top dose; inactives centre near -15; many of its hits are not listed in these tables
# Target sequence (Q03431 whole entry, looked up): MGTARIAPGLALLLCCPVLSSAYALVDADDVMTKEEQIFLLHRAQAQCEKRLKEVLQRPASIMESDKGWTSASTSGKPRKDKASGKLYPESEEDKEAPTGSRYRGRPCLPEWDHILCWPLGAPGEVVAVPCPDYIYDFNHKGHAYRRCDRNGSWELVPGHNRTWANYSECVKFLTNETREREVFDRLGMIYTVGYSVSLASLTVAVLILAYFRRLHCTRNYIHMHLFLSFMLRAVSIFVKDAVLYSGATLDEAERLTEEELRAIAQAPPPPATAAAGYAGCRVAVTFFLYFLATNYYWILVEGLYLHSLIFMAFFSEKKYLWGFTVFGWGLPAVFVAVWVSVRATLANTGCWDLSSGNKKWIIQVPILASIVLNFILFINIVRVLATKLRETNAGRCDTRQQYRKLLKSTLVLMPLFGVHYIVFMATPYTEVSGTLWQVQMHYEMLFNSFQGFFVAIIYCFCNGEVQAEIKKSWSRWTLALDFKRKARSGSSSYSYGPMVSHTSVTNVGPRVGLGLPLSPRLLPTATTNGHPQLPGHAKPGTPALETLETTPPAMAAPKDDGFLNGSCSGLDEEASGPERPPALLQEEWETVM
#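 HEK-293-derived GP2 cells expressing PTHR1 and a GloSensor cAMP reporter, 3,000/well, plated overnight, given luciferin plus IBMX (each 0.5 mM as added) for 1 h at 37 °C, then compound for 1 h at 37 °C. Luminescence was read after 15 min at room temperature.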
# * hit, by the source's call; i = inactive; ? = inconclusive; nt = no result given; [ ] = dose if it differs, or a comment. Unless noted, calls come from the whole dose curve; as a rule, active = well fitted curve in the direction sought with a large enough effect; inconclusive = small, poorly fitted or top-dose-only effect, or another doubt; inactive = no such curve, though single readings can be large; an effect the other way counts as inactive or inconclusive.
# Preview (4 entries):
SMILES,EPAC2 antag,D3 ag,DRD3 antagonist,Mm-Cpn inhibitor,CCT chaperon mod,EPAC2 agonist,Akt phos inh,PTHR1 ag
CC(Sc1ccccn1)C(=O)Nc1ccc2c(c1)OCCO2 (centres undefined),2%,-6,-4,-3%,-3.0,0%,i,-16%
CCOC(=O)c1c(-c2ccccc2)csc1NC(=O)c1cccc(N2C(=O)CCC2=O)c1,0%,62*,44,-5%,-0.2,-5%,i,i
O=C1N=C(N2CCOCC2)S/C1=C\c1ccccc1OS(=O)(=O)c1ccccc1,0%,2,24,-13%,-4.2,8%,i,-11%
CCOC1=C2CN(S(=O)(=O)c3ccc(C)cc3)C(c3ccc(CC)cc3)CC2N(S(=O)(=O)c2ccc(C)cc2)C(c2ccc(CC)cc2)C1 (centres undefined),4%,7,12,nt,nt,-1%,i,i

# Results, from the start:
SMILES,EPAC2 antag,D3 ag,DRD3 antagonist,Mm-Cpn inhibitor,CCT chaperon mod,EPAC2 agonist,Akt phos inh,PTHR1 ag
CC(Sc1ccccn1)C(=O)Nc1ccc2c(c1)OCCO2 (centres undefined),2%,-6,-4,-3%,-3.0,0%,i,-16%
CCOC(=O)c1c(-c2ccccc2)csc1NC(=O)c1cccc(N2C(=O)CCC2=O)c1,0%,62*,44,-5%,-0.2,-5%,i,i
O=C1N=C(N2CCOCC2)S/C1=C\c1ccccc1OS(=O)(=O)c1ccccc1,0%,2,24,-13%,-4.2,8%,i,-11%
CCOC1=C2CN(S(=O)(=O)c3ccc(C)cc3)C(c3ccc(CC)cc3)CC2N(S(=O)(=O)c2ccc(C)cc2)C(c2ccc(CC)cc2)C1 (centres undefined),4%,7,12,nt,nt,-1%,i,i
Cc1ccccc1-n1nnnc1SCC(=O)Nc1ccc(N2CCN(C)CC2)cc1,18%,-11,8,1%,2.5,-4%,i,-30%
O=C(Nc1c2c(nn1-c1ccccc1)CS(=O)(=O)C2)c1ccc(Br)o1,-4%,0,17,nt,-0.7,-1%,i,-15%
CCOC(=O)c1ccccc1NC(=S)N1CCC(C(N)=O)CC1,-4%,8,0,1%,-1.4,6%,i,i
Cc1ccc(S(=O)(=O)N2CCOCC2)cc1NC(=O)COc1ccc2c(C)cc(=O)oc2c1,0%,8,12,0%,0.0,4%,i,i
CC(C)(C)c1ccc(C(=O)N2CCC(NC(=O)c3ccccc3)CC2)cc1,4%,0,5,0%,0.2,-10%,i,-12%
COc1cc(CC(=O)C(=O)O)oc(=O)c1,7%,0,0,nt,-0.8,6%,i,i
Cn1c(C(=O)NCCCN2CCN(c3ccc(F)cc3)CC2)cc2c(=O)n(C)c3ccccc3c21,3%,-14,-84*,nt,0.0,-3%,i,-12%
O=C(COC(=O)COc1ccc2ccccc2c1)NC1CCCc2ccccc21 (centres undefined),-5%,-7,-3,-3%,-7.1,-2%,i,-1%
CCc1cc(CNC(=O)c2cccc(OC3CCN(S(C)(=O)=O)CC3)c2)on1,6%,-10,-11,nt,-1.9,7%,i,i
O=C1CCCN1c1ncc(S(=O)(=O)c2ccc([N+](=O)[O-])cc2)s1,-1%,7,3,2%,-6.3,4%,i,i
COc1cccc(CNC(=O)C2CCCN(c3nc4ccccc4o3)C2)c1 (centres undefined),-1%,8,-28,-3%,-0.8,-11%,i,-68%
CCOc1ccccc1C(=O)NC(C(=O)OCn1nnc2ccccc2c1=O)C(C)C (centres undefined),-2%,10,41,nt,-3.7,6%,i,-33%[inhibitor]
O=C(CSc1nc(=O)n2ccccc2n1)NCCc1ccccc1,2%,-3,3,2%,-0.7,6%,i,-13%
Cc1cc(Oc2nc3c(C)cccn3c(=O)c2/C=C(\C#N)S(=O)(=O)c2ccc(Cl)cc2)ccc1Cl,-1%,-3,0,-2%,0.0,2%,i,-16%
COc1ccc(Cn2ccnc2SCC(=O)Nc2ccccc2OC)cc1,-6%,-6,-17,-2%,3.0,5%,i,-55%[inhibitor]
Cc1nnc(-c2ccccc2)c(=O)n1/N=C/c1c(O)ccc2ccccc12,10%,8,0,1%,1.8,22%,i,-51%[inhibitor]
CC(=O)c1cccc(Nc2ccc(C#N)cc2)c1,-3%,7,5,nt,0.6,5%,i,-2%
COc1ccc(NCc2ccsc2)cc1,-8%,8,8,-4%,0.0,8%,i,i
Cc1ccc(C2=[N+]([O-])C(C)(C)N(O)C2(C)C)cc1,-1%,-3,13,-4%,-2.0,9%,i,-16%
Cc1ccc(N(CC(=O)NCC2CCCO2)C(=O)Cn2nnc(-c3cccs3)n2)cc1 (centres undefined),11%,-6,-10,0%,2.1,11%,i,-1%
Cc1ccc(C)n1-c1ccc(-n2cnnn2)cc1,0%,14,20,-14%,-1.3,8%,i,i
COc1ccc(CNC(=O)c2ccncc2)cc1,-1%,4,6,2%,-2.9,6%,i,-2%
O=C(NC(Cc1c[nH]c2ccccc12)C(=O)O)c1ccc(Br)cc1 (centres undefined),-3%,9,-1,1%,3.5,1%,i,i
COc1ccccc1N(CC(=O)NC1CCCC1)C(=O)CNC(=O)c1cccs1,25%,-17,-29,0%,1.2,0%,i,i
O=C(NCc1ccco1)c1cc(S(=O)(=O)NC2CC2)ccc1Br,8%,1,23,2%,1.1,5%,i,0%
Cc1c(N(C)S(=O)(=O)c2ccc(Cl)c(C(=O)NCC(C)(C)N3CCOCC3)c2)c(=O)n(-c2ccccc2)n1C,5%,4,13,nt,-0.1,3%,i,i
CC(C)(Oc1ccc(Cl)cc1)C(=O)NC1CCCCC1,2%,2,1,-1%,3.9,5%,i,i
Cn1c(=O)c2c(nc(CN3CCOCC3)n2CCCO)n(C)c1=O,5%,-5,-11,1%,-0.4,-1%,i,-22%
COc1ccc(-n2c(SCC(=O)Nc3ccc(NC(C)=O)cc3)nc3ccccc3c2=O)cc1,3%,17,6,2%,0.5,0%,i,-16%
CCN1CNC(=S)N(c2ccccc2OC)C1,5%,1,-11,1%,2.1,5%,i,i
CCOC(=O)CCCSc1nc2sc3c(c2c(=O)[nH]1)CCC3,0%,0,7,2%,0.7,7%,nt,i
OC(COc1ccc2c(c1)OCO2)CN1CCCC1 (centres undefined),0%,-6,-5,1%,1.3,-2%,i,-1%
Cc1nnsc1S(=O)c1ccc(Br)cc1 (centres undefined),-7%,-5,-12,4%,-0.2,11%,i,-19%
CCCCN1CC(O)=C(c2nc3ccccc3[nH]2)C1=N,4%,-4,18,-1%,-0.9,1%,i,i
COc1ccc(C(=O)N(Cc2ccccc2)Cc2cc3cc4c(cc3[nH]c2=O)OCCO4)cc1,4%,4,0,1%,-1.9,-7%,i,-8%[57.5 µM]
O=c1[nH]c(C2CCN(S(=O)(=O)c3ccc4c(c3)OCCO4)CC2)nc2c1nnn2Cc1ccccc1,-14%,-25,-3,0%,-4.5,17%,i,-20%
O=C(N/N=C/c1cccc(OC(=O)c2ccco2)c1)c1ccc(F)cc1,11%,-7,22,3%,-2.0,5%,i,i
COC(=O)c1ccccc1S(=O)(=O)N1CCC(C(=O)NCc2ccccn2)CC1,21%,2,-16,nt,-0.5,4%,i,-1%
Cc1ccc2c(c1)N(CCCC(=O)NCCCN1CCCCC1)C(=O)CO2,2%,-5,5,-1%,-0.1,15%,i,i
NC(=O)c1nsc(C(=O)N(Cc2ccco2)C(C(=O)NCc2ccccc2)c2ccc(O)cc2)c1N (centres undefined),-1%,5,92,1%,-1.0,8%,i,i
CCc1ccc(-n2c(=S)sc3c(=O)n(-c4ccccc4)c(SCC(=O)O)nc32)cc1,-11%,20,4,-10%,2.6,2%,i,-7%
Cc1nc(C(C)NC(=O)c2ccc(OC3CCN(Cc4ccccn4)CC3)cc2)c(C)s1 (centres undefined),0%,-5,-11,-3%,-1.4,-1%,i,i
CC(Oc1ccc(Cl)cc1)C(=O)Nc1cccc(S(=O)(=O)N2CCCC2)c1 (centres undefined),3%,-8,38,nt,2.3,-4%,i,i
COc1nn(-c2nc(-c3ccccc3)cc(C(F)(F)F)n2)cc1[N+](=O)[O-],0%,9,-10,1%,-0.4,-9%,i,i
COc1ccc(S(=O)(=O)NC(=O)C2(C)CCN2C(=O)Cc2ccc(-c3ccccc3)cc2)cc1 (centres undefined),?,9,-2,nt,-0.3,-2%,i,-14%
COC(=O)c1nnn(-c2ccc(F)c(Cl)c2)c1C(=O)OC,3%,2,2,-1%,2.1,-5%,i,i
CCOC(=O)C1CCCN(C(=O)c2cc(F)ccc2C)CC1 (centres undefined),-8%,-8,-7,nt,-1.4,10%,i,i
CCCOCC1CC2(SC(=Nc3ccc(C)cc3)NC2=O)C(=O)O1 (centres undefined),1%,2,1,-2%,2.0,-7%,i,i
CCCCCCn1c(CN2CCN(CCO)CC2)nc2c1c(=O)n(C)c(=O)n2C,18%,-14,-18,-4%,-0.6,1%,i,0%
O=C(COc1ccc(S(=O)(=O)N2CCOCC2)cc1)NC1CC1,-6%,-6,-16,4%,-1.2,13%,i,-19%
Cc1cccc(-n2c(SCC(N)=O)nc3c(c2=O)C2(CCCCC2)Cc2ccccc2-3)c1,-16%,6,32,2%,-1.3,4%,i,-33%[inhibitor]
Cc1ccc(OCC(=O)Nc2ccccc2Sc2ccc(Cl)cc2)c([N+](=O)[O-])n1,-8%,1,1,3%,-3.5,3%,i,-13%
CCN1C(=O)C(=O)N(CC(=O)N(C)CC(=O)Nc2ccccc2C(F)(F)F)C1=O,5%,5,7,0%,0.9,3%,i,i
CCCNS(=O)(=O)c1ccc(-n2cnnn2)c(OC)c1,17%,-11,25,1%,-2.8,-2%,i,-25%
Cc1cc(C)c(S(=O)(=O)Nn2cnnc2)c(C)c1,-2%,11,-3,-4%,-0.9,6%,i,i
CCc1ccccc1N(CC(=O)Nc1cccnc1)S(=O)(=O)c1ccccc1,0%,-2,1,0%,-2.9,-1%,i,i

# Following part
SMILES,EPAC2 antag,D3 ag,DRD3 antagonist,Mm-Cpn inhibitor,CCT chaperon mod,EPAC2 agonist,Akt phos inh,PTHR1 ag
Cc1ccc(NC(=O)CCN2C(=O)NC3(CCCC3)C2=O)cc1S(=O)(=O)N1CCOCC1,9%,-23,?,2%,0.5,4%,i,-56%[inhibitor]
Cc1nc(SCc2cccc(Oc3ccccc3)c2)n[nH]1,-8%,0,14,3%,-1.5,0%,-112%*,-3%[57.5 µM]
NC(=O)c1ccc(C(=O)N/N=C/c2cccc(Oc3ccccc3)c2)cc1,-4%,2,-11,-1%,1.1,3%,i,-35%[inhibitor]
CC(=O)NC1=C(N(C)C2CCS(=O)(=O)C2)C(=O)c2ccccc2C1=O (centres undefined),0%,-16,-22,-4%,-4.5,5%,i,-11%

# Screening data: PubChem, National Center for Advancing Translational Sciences (NCATS)

# A portion of the library; the hit share may differ from the screen's.
